RAD54 branch: blocks human RAD54 Holliday junction branch migration; Q92698; FAM/BHQ fluorescence; inhibition, % at 10.4 µM; actives 0.14% (n = 360,000); AID 602329;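 active = mean normalized replicate activity at least 40 and at least half of replicates scoring 40 or more; inconclusive = only one of the two criteria met; inactive = mean below 40 and under half of replicates reaching 40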;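 note: 0% = median of neutral control wells and 100% = median of positive control wells; inhibitors cause a drop in the FAM fluorescence signal; in these data hits start at about 50%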
ARNT-TACC3 inh: disrupts binding between human ARNT and TACC3; Q9Y6A5; AlphaScreen His-ARNT PAS-B/GST-TACC3 binding, luminescence; TACC3 fragment carries E629A point mutation; inhibition, % at 9.99 µM; actives 0.66% (n = 390,000); AID 623870;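 active = mean inhibition of replicates at least 50% and at least half of replicates each reaching 50%; inconclusive = half or more replicates reach 50% but mean below 50%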;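 note: 0% = complete ARNT plus TACC3 wells and 100% = ARNT alone without TACC3; many hits fall short of the cut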
ERAP1 HTS inh: inhibitors of human ERAP1 aminopeptidase; Q9NZ08; recombinant ERAP1, Leu-AMC fluorescence, 60 min; inhibition, % at 10.7 µM; actives 0.15% (n = 340,000); AID 652197;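 active = mean replicate inhibition of at least 30%, or all replicates individually reaching that 30% level; inactive = mean below 30% and not every replicate reaching it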;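 note: 0% = neutral control wells and 100% = L-leucinethiol positive control wells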
F508del corr: correctors of CFTR F508del function in bronchial epithelial cells. CFBE cells, YFP halide quenching; stimulated with forskolin plus potentiator P3; % fluorescence drop versus neutral controls. activity (quench increase), % at 7.58 µM. actives 0.36% (n = 350,000);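 active = mean added fluorescence quench of at least 8% versus neutral control, with both replicates also reaching 8%; inconclusive = only one of the mean or replicate conditions met; inactive = mean below 8% and not both replicates reaching 8%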;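 note: cells transiently co-express mutant CFTR-F508del with the halide-sensitive YFP; corrector assay measuring rescue of mutant channel to the surface after 24 h compound exposure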
GSIS activator: GLuc luminescence reporter in INS-1E cells, primary screen for activators of glucose-dependent secretion of insulin. activation, % at 16.6 µM. INS-1E GLuc reporter insulin secretion, 2-3 h. AID 743287. actives 0.61% (n = 370,000);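 active = lowest replicate activation of at least 40%, so every replicate reaches that level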;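 note: 0% = median of neutral control wells and 100% = median of IBMX positive control wells; some compounds called inactive have numbers as strong as hits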
esBAF inh: blocks esBAF chromatin remodeling in mouse ES cells. Bmi1-luciferase knock-in reporter, 24 h; 100% = twice the neutral-well signal. reporter increase, % at 12.5 µM. actives 2% (n = 350,000). AID 602393; in the data active = activation above about 40%; inconclusive = no clear call, values can overlap the other calls;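 note: 0% = median of the plate's neutral control wells and 100% = double that signal; a rise in the Bmi1 reporter signal indicates esBAF inhibition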
Xi reactivation: activators of X-chromosome reactivation in mouse fibroblasts; actives 0.055% (n = 360,000); AID 743238; XiGFP mouse fibroblasts, % GFP-positive cells imaging, 3 d; cells co-treated with 5-aza-dC sensitizer; scaled so ellipticine positive control = 100%; activation, % at 7.58 µM;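 active = mean normalized replicate activation at least 10% and every replicate at or above 10%; inconclusive = only one of the two criteria met; inactive = mean below 10% and not all replicates reach 10%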;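 note: 0% = median of on-plate neutral control wells and 100% = ellipticine 6 µM median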
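System: 68-5-11 XiGFP fibroblast line | Buffer or medium: DMEM containing 5-aza-dC | Compound: Single point | Times: Compounds 3 days, fix/stain 15 min at room temperature | Benchmarks: Positive control ellipticine, 6 µM final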
RAD52 anneal inh: RAD52 (human) annealing inhibition; inhibition, % at 18.7 µM; P43351; actives 0.46% (n = 360,000); AID 651710; recombinant RAD52 DNA annealing, FRET fluorescence;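 active = every replicate showing at least 50% inhibition; inconclusive = mean inhibition at least 50% but not in every replicate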
Target sequence (P43351 whole entry, looked up): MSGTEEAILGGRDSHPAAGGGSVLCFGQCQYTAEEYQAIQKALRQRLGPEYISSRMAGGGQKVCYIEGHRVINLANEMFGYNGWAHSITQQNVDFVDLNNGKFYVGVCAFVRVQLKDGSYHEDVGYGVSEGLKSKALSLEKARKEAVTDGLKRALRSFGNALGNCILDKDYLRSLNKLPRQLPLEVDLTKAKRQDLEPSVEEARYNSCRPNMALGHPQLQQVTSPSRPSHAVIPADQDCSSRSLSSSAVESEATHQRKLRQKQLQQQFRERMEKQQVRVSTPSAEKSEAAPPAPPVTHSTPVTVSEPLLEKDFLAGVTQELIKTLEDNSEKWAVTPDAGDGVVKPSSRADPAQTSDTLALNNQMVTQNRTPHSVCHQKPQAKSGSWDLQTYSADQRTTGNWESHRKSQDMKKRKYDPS
Active calls of the source: *; ? = inconclusive; . = not tested or not shown; & = joins results of further samples. The order is random; overall some 3.3% were active at least once.

SMILES | RAD54 branch | ARNT-TACC3 inh | ERAP1 HTS inh | F508del corr | GSIS activator | esBAF inh | Xi reactivation | RAD52 anneal inh
C[C@H](CO)N1C[C@H](C)[C@H](CN(C)C(=O)Cc2ccccn2)Oc2ncc(-c3ccncc3)cc2C1=O | -2 | -6 | 2 | -1.8 | 0 | -4 | 0.3 | -4
COc1ccc(NC2CCCN(C(=O)Cn3ccc(C)n3)C2)cc1OC (stereo not given) | -9 | 19 | -1 | -2.1 | -2 | 0 | 0.1 | -9
Cc1ccnc(NC(=O)CCNC(=O)c2ccc(Br)cc2)c1 | -9 | . | 3 | -2.7 | . | 25 | 0.0 | 5
CCN1CCC2(CCN(Cc3cn[nH]c3-c3ccc(OC)c(F)c3)C2)C1 (stereo not given) | . | . | 2 | -4.3 | 9 | . | 0.1 | -19
CSCC[C@H](N)C(=O)NCC1CCC(C(=O)Nc2ccc3c(c2)OCO3)CC1 (stereo not given in full) | -4 | -1 | 2 | 3.3 | -8 | 9 | . | -7
C[C@H]1CN([C@@H](C)CO)C(=O)c2cc(NC(=O)CCC(F)(F)F)ccc2O[C@@H]1CN(C)Cc1ccc(C(F)(F)F)cc1 | -9 | . | 1 | -1.6 | -19 | -15 | -0.2 | 2
COc1ccccc1Oc1ncnc2sccc12 | . | -2 | -2 | -0.1 | 4 | . | 0.6 | -13
O=C(CSc1nnc(-c2ccccc2O)o1)NC1CCCCC1 | -8 | 5 | 6 | 0.4 | -11 | 1 | 0.0 | -13
COc1ccc(OCCCC(=O)Nc2cccc(C(C)=O)c2)cc1 | -4 | -3 | . | . | 5 | . | 0.0 | .
CSCCC1NC(=O)N(CC(=O)Nc2cccc(S(=O)(=O)N3CCCCCC3)c2)C1=O (stereo not given) | 2 | 0 | -2 | -1.2 | -23 | 6 | 0.0 | -24
COc1ccc(CNC(=O)Nc2ccc([N+](=O)[O-])cc2)cc1 | 7 | -2 | -7 | 1.7 | -13 | 5 | 0.0 | -7
CC(NC(=O)CCc1nnc(C2CCCCC2)o1)c1ccc(F)cc1 (stereo not given) | . | -4 | 7 | 1.3 | -16 | . | 0.0 | -5
C[C@@H]1CN([C@@H](C)CO)C(=O)c2cc(NS(=O)(=O)c3cccs3)ccc2O[C@H]1CN(C)S(=O)(=O)c1ccc(Cl)cc1 | 6 | -3 | 2 | -0.2 | -11 | 1 | 0.0 | 0
COc1cccc(C2=Cc3ccc(F)cc3C(CC(C)=O)N2c2ccc(-c3cncnc3)cc2)c1 (stereo not given) | . | . | . | 0.9 | -16 | . | 0.2 | -12
C[C@H]1CN([C@@H](C)CO)C(=O)CCCn2nncc2CO[C@@H]1CN(C)S(=O)(=O)c1cccc(F)c1 | -6&-2 | -4 | 3&-2 | -2.4&-0.5 | -1&-9 | -6&8 | -0.1&-0.3 | 14&17
O=C(O)CCN1C(=O)c2ccc(NC(=O)CSCc3ccccc3)cc2C1=O | . | 13 | -2 | . | 6 | . | 0.5 | -7
COCC#Cc1ccc([C@H]2[C@H]3CN(S(=O)(=O)c4ccccc4F)CCCCN3[C@H]2CO)cc1 | 0 | 3 | 1 | -0.8 | -21 | 0 | 0.0 | -4
CO[C@H]1CN(C)C(=O)c2cc(NC(=O)Cc3ccccc3)ccc2OC[C@@H](C)N(C(C)=O)C[C@@H]1C | -5 | -6 | -8 | -2.8 | -9 | -5 | 0.6 | 9
CCOC(=O)CC1CCCCN1C(=O)CCCn1nnnc1CN1CCOCC1 (stereo not given) | -9 | 1 | -1 | -1.0 | 16 | -3 | 0.1 | -12
C[C@H]1CN([C@@H](C)CO)C(=O)Cc2cc(NS(=O)(=O)c3ccccc3)ccc2O[C@H]1CN(C)S(=O)(=O)c1ccccc1 | -2 | -5 | -2 | -3.1 | 6 | 2 | 0.1 | -2
CCC(=O)Nc1nnc(S(=O)(=O)N2CCc3ccccc32)s1 | 10 | . | 4 | -1.2 | . | 7 | 0.0 | -9
CC(=O)Nc1ccccc1C(F)(F)F | 0 | -4 | -3 | -1.0 | 5 | . | 0.0 | -9
Cc1cc(C)cc(Cn2cc(CN3CC(N4CCN(CCO)CC4)CS3(=O)=O)nn2)c1 (stereo not given) | . | . | . | 2.6 | 6 | . | 0.1 | -15
COCC(=O)Nc1ccc2c(c1)C(=O)N(C)[C@@H]1CC[C@@H](CC(=O)NCc3ccc(OC)cc3)O[C@H]1CO2 | -1 | 0 | . | 0.3 | 2 | -1 | 0.1 | .
CN(Cc1cnccn1)C(=O)CC1C(=O)NCCN1Cc1ccc(F)cc1Cl (stereo not given) | -16 | 1 | 1 | 1.5 | 6 | 5 | 0.0 | -19
Cc1cccnc1C(NC(=O)C1CCN(Cc2ccc(Oc3ccccc3)cc2)CC1)c1ccc(F)cc1 (stereo not given) | 0 | . | 0 | -0.2 | . | -3 | 0.0 | -49
COC(=O)[C@@]1(CCS(=O)(=O)c2ccccc2)N=C(c2ccc(OCCCO)cc2)O[C@H]1c1ccccc1N=[N+]=[N-] | -10 | 9 | 0 | 5.4 | . | . | . | -28
CCOC(=O)c1c(S(=O)(=O)NCC(C)c2ccccc2)c(C)n(C)c1C (stereo not given) | -10 | 11 | 2 | -2.4 | -33 | 1 | 0.2 | -12
Cc1cc[n+](-c2[nH]c(=O)sc2/C=N/N=C(\[O-])c2ccncc2)cc1C | -7 | 20 | 2 | -0.8 | 27 | -7 | 0.0 | -24
CCNC(=O)NC(=O)C(C)Sc1ccc2c(c1)OCCO2 (stereo not given) | -5 | 1 | . | . | 11 | -2 | . | .
CCCNC(=O)N(C)C[C@H]1Oc2ncc(C#CC3CC3)cc2C(=O)N([C@@H](C)CO)C[C@H]1C | 2 | -2 | 1 | -1.2 | 4 | -13 | -1.1 | 2
COc1ccc(OC)c(S(=O)(=O)Nc2cccc(F)c2)c1 | 4 | -2 | . | . | -8 | -2 | . | .
CCOC(=O)COc1coc(CN2CCN(c3ccc(F)cc3)CC2)cc1=O | 13 | -2 | -1 | 1.7 | 1 | -10 | -0.1 | -3
O=C(CC1Sc2ccccc2NC1=O)NCc1ccc(Cl)cc1 (stereo not given) | 3 | 1 | -2 | -0.6 | 2 | -8 | 0.0 | -8
CCOc1cc(/C=C2\SC(=N)N(c3nccs3)C2=O)ccc1OCCN1CCOCC1 | 4 | 51* | 2 | . | -15 | . | 0.0 | -21
CN1CCN(C(=S)NC(=O)c2ccco2)CC1 | . | 3 | -2 | 1.3 | -9 | . | -0.1 | -19
Cc1c(Cl)cccc1NC(=O)Cn1nc(C)n2cccc2c1=O | -1 | -1 | 1 | 0.3 | 5 | -3 | 0.0 | -15
COCCNC(=S)Nc1ccccn1 | . | 1 | 2 | 3.5 | -2 | . | 1.2 | 0
COc1ccc(NC(=O)c2ccc(S(=O)(=O)NCc3cccnc3)cc2)cc1 | -11 | -9 | 4 | -4.8 | 9 | 20 | 0.1 | -16
COc1ccc(C(=O)Nc2cnccn2)cc1[N+](=O)[O-] | 1 | -11 | -5 | -0.6 | 35 | -5 | 0.2 | -8
O=C(NCC[C@@H]1CC[C@H](NS(=O)(=O)c2ccccc2)[C@H](CO)O1)c1ccc2c(c1)OCO2 | -2 | 1 | 1 | -1.1 | 10 | 4 | -0.1 | -1
CCOC(=O)C1=CN(CC)S(=O)(=O)NC1CC (stereo not given) | -10 | 2 | -1 | 0.9 | 6 | -3 | 0.2 | -18
Cc1cc(NS(=O)(=O)c2ccc(NC(=O)CSc3nc4sc(C(=O)O)c(C)c4c(=O)[nH]3)cc2)no1 | -10 | 15 | -14 | 0.1 | 5 | -1 | 0.0 | -19
CC(C)c1ccc(CNc2nnnn2C)cc1 | 2 | -6 | 0 | -2.8 | -3 | -6 | 0.0 | -6
Cc1ccc(C)c(NC(=S)N(CCc2nc3cc(C)c(C)cc3[nH]2)Cc2cccnc2)c1 | -7 | 1 | . | . | -6 | 9 | . | .
COc1ccc(C2(c3ccc(OC)cc3)NC(=O)N(CC(=O)NCC(C)c3ccccc3)C2=O)cc1 (stereo not given) | 1 | 3 | -7 | -0.1 | -43 | -7 | -0.1 | -8
C/C=C/c1cnc2c(c1)C(=O)N([C@H](C)CO)C[C@@H](C)[C@@H](CN(C)S(=O)(=O)c1ccccc1F)O2 | 5 | 9 | 2 | -1.1 | 9 | -16 | -0.1 | -5
COc1ccc(N2CS(=O)CC2=O)cc1 (stereo not given) | -5 | 4 | 0 | -1.5 | 0 | -3 | 0.0 | -7

Sorted by number of heavy atoms (rising): 3 of the compounds above
SMILES | RAD54 branch | ARNT-TACC3 inh | ERAP1 HTS inh | F508del corr | GSIS activator | esBAF inh | Xi reactivation | RAD52 anneal inh
CCOC(=O)C1=CN(CC)S(=O)(=O)NC1CC (stereo not given) | -10 | 2 | -1 | 0.9 | 6 | -3 | 0.2 | -18
Cc1c(Cl)cccc1NC(=O)Cn1nc(C)n2cccc2c1=O | -1 | -1 | 1 | 0.3 | 5 | -3 | 0.0 | -15
Cc1ccc(C)c(NC(=S)N(CCc2nc3cc(C)c(C)cc3[nH]2)Cc2cccnc2)c1 | -7 | 1 | . | . | -6 | 9 | . | .

Carrying on.
SMILES | RAD54 branch | ARNT-TACC3 inh | ERAP1 HTS inh | F508del corr | GSIS activator | esBAF inh | Xi reactivation | RAD52 anneal inh
O=C(Nc1ccccc1)Nc1ccc2ocnc2c1 | 2 | 1 | -2 | 1.6 | -5 | 57* | 0.0 | -20
CCc1ccc2nc(N3CCN(C(=O)C(C)(C)C)CC3)sc2c1 | -12 | -2 | 2 | 2.1 | 25 | ? | 0.1 | -13
Cc1ccc(S(=O)(=O)N[C@H]2CC[C@H](CC(=O)NCCc3ccncc3)O[C@@H]2CO)cc1 | 0 | . | 0 | 0.7 | 3 | -4 | 0.5 | 6
O=C(N[C@@H]1C=C[C@@H](CC(=O)N2CCCCC2)O[C@@H]1CO)c1ccc2c(c1)OCO2 | 1 | -2 | 5 | -3.6 | 4 | 3 | 0.0 | -5
COc1ccc(NC(=O)CN(C)C(=O)C2CC(=O)N(Cc3ccc(C)cc3)C2)cc1 (stereo not given) | . | . | 11 | -2.7 | 26 | . | 0.0 | 8
Cc1nn(C)cc1NC(=O)C[C@@H]1CC[C@@H]2[C@@H](COc3ccc(NC(=O)C4CCOCC4)cc3C(=O)N2C)O1 | 5 | -6 | 1 | . | 9 | -7 | 0.0 | -11
O=C(CN(Cc1ccco1)C(=O)c1ccc(F)cc1F)Nc1ccccc1C(F)(F)F | 0 | 7 | 3 | -1.1 | . | 10 | -0.1 | -16
O=C(OCc1cc(=O)c(OC(=O)c2ccccc2)co1)c1ccccc1 | 0 | -4 | -6 | -0.1 | -28 | 8 | 0.3 | -11
C/C(=N\Nc1nc2ccc(Cl)cc2o1)c1ccccc1 | -8 | . | . | 0.9 | 8 | . | 0.0 | -3
CC1CN(C(=O)C2CC(=O)N(c3ccc(Cl)cc3)C2)CC(C)O1 (stereo not given) | -1 | -2 | -1 | 2.2 | 15 | -7 | 0.1 | -12
COc1cc(NC(=O)c2nccnc2N)cc(C(=O)Nc2cccc(C(F)(F)F)c2)c1 | -5&6 | -2 | -4&-1 | 2.6&3.3 | -13&-13 | -3&-10 | 0.3&0.0 | -10&-16
CCS(=O)(=O)N1CC2(CN(C(=O)CN3CCOCC3)[C@H](CO)c3c2c2ccc(OC)cc2n3C)C1 | . | . | 3 | 0.5 | 8 | . | 0.2 | 8
CCC(=O)Oc1cccc(C(=O)Nc2cccc(NC(=O)c3ccco3)c2)c1 | 4 | . | -4 | 0.9 | 9 | -2 | 0.0 | -14
